FBW7 activator: FBW7 E3 ligase activators, primary screen, biochemical, AlphaScreen, human; normalized activity (activation), % at 26.1 µM; AID 1259310, 2017; hit rate 0.13% among 650,000; F-box/WD repeat-containing protein 7 (Homo sapiens), Q969H0; AlphaScreen FBW7–phospho-cyclin E peptide binding, activator screen; in the data active = normalized activity above about 1.9%;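 note: purified mutant Fbw7 with reduced substrate affinity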
GPR151 ag: activators of human GPR151, primary screen, cell-based, PathHunter beta-arrestin, luminescence | G-protein coupled receptor 151 (Homo sapiens), Q8TDV0 | PathHunter beta-arrestin GPR151 cells | activation, % at 11.2 µM | hit rate 1% among 650,000 | AID 1508602, 2020; in the data active = activation above about 4.9%;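 note: 0% = median of compound wells and 100% = cells with positive control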
Target sequence (Q8TDV0 whole entry, looked up): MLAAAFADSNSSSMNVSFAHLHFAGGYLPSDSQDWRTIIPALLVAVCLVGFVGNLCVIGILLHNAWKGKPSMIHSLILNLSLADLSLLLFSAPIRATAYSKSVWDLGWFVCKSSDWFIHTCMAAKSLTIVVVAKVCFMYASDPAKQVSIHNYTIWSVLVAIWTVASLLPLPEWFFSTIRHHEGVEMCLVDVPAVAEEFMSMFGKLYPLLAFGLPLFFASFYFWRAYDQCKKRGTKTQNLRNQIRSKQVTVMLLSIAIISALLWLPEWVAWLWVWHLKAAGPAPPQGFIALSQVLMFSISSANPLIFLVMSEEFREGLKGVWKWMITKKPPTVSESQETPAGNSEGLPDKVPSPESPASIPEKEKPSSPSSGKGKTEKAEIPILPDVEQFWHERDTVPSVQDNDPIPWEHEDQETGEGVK
TEAD-YAP inh: TEAD-YAP interaction inhibition, primary screen, TEAD-YAP interaction inhibitor project, luminescence, HEK-TIYL cells | TEAD-Gal4/YAP UAS-luciferase luminescence | inhibition, % at 9.12 µM | hit rate 1.4% among 640,000; in the data active = inhibition above about 32%;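 note: 0% = median of test compound wells and 100% = reference inhibitor wells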
MITF inh: MITF inhibitors, primary screen, biochemical, AlphaScreen, human | AlphaScreen MITF homodimerization, bead proximity signal | inhibition, % at 2.6 µM | hit rate 0.91% among 650,000; in the data active = inhibition above about 50%;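 note: 0% = vehicle wells with protein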
Target sequence (O75030 whole entry, looked up): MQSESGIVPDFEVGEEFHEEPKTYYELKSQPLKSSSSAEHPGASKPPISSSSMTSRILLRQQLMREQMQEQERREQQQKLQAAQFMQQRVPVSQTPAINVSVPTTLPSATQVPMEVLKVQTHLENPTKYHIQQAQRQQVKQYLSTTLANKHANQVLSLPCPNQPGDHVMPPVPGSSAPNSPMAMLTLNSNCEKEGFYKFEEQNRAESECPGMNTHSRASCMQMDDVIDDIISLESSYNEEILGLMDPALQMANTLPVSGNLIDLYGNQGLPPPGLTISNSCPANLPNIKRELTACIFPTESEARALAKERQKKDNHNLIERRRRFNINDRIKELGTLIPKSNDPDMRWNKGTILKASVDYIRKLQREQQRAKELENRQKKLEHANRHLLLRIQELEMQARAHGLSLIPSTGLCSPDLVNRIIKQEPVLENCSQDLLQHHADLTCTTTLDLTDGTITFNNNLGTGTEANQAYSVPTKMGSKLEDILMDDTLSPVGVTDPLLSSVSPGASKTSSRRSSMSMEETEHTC
* hit, by the source's call.

SMILES | FBW7 activator | GPR151 ag | TEAD-YAP inh | MITF inh
CC(C)CC(=O)Nc1ccc(-c2nc3cccnc3s2)cc1 | 0.0 | -3.2 | 54* | 16
O=S(=O)(c1ccc(Cl)c2ccccc12)N1CCCC1 | 0.4 | -0.9 | -13 | 6
CC(C)c1ccc(NC(=O)CSc2ccccn2)cc1 | 0.1 | 1.7 | -32 | -5
O=C(Nc1ccc(Br)cc1)C(=O)c1c(O)[nH]c2ccccc12 | -0.1 | 0.0 | -4 | 3
CC(=O)Nc1ccc(C(=O)NCCN2Cc3ccccc3OC(c3ccsc3)C2)cc1 (stereo not drawn) | 0.2 | -0.5 | 10 | 3
Cc1ccc2nc3sc(C(=O)NC4CCCC4)c(N)c3cc2c1 | -0.1 | -0.9 | -20 | -1
COc1ccc(CCNC(=O)CCCn2c(SCC(=O)NCc3ccco3)nc3cc4c(cc3c2=O)OCO4)cc1OC | 0.1 | -0.4 | 6 | 5
Cc1ccc(CNC(=O)CC2C(=O)NCCN2Cc2ccc(F)cc2)s1 (stereo not drawn) | 0.2 | -0.3 | -1 | 16
Cc1cc(C)cc(-n2c(O)c(C=Nc3ccc(C(=O)O)cc3)c(=O)[nH]c2=S)c1 | 0.1 | 0.2 | -5 | 21
CC(=O)Oc1ccc(C(=O)N2CCN(c3cccc(Cl)c3)CC2)cc1 | -0.3 | -0.6 | 8 | -9
Cc1cc(C)nc(Nc2nc(=O)c3ccccc3s2)n1 | -0.1 | 0.1 | -20 | -3
CN(C)CCNC(=O)CN1C(=O)/C(=C\c2ccc(Cl)cc2)Sc2ccccc21 | 0.0 | 0.1 | -4 | -17
CCC(C)(C)NC(=O)CN(C(=O)c1snc(C(N)=O)c1N)c1ccc(C)c(C)c1 | -0.1 | 2.6 | -8 | -11
Cc1nc(NC(=O)COc2ccccc2)sc1C(=O)Nc1ccc2c(c1)OCCO2 | 0.0 | -1.1 | -16 | 25
Cc1ccc(C2=NC(c3ccccc3Cl)NC(c3ccccc3O)C2)cc1 (stereo not drawn) | 0.2 | -0.8 | -68 | 1

Next section; the last 3 above are carried over.
SMILES | FBW7 activator | GPR151 ag | TEAD-YAP inh | MITF inh
CCC(C)(C)NC(=O)CN(C(=O)c1snc(C(N)=O)c1N)c1ccc(C)c(C)c1 | -0.1 | 2.6 | -8 | -11
Cc1nc(NC(=O)COc2ccccc2)sc1C(=O)Nc1ccc2c(c1)OCCO2 | 0.0 | -1.1 | -16 | 25
Cc1ccc(C2=NC(c3ccccc3Cl)NC(c3ccccc3O)C2)cc1 (stereo not drawn) | 0.2 | -0.8 | -68 | 1
CCOC(=O)c1cnc2cc(C(F)(F)F)ccc2c1Nc1ccc(F)cc1Cl | -0.2 | 1.1 | -1 | -19
Nc1c(C(=O)Nc2ccc(F)cc2)sc2nc3c(c(-c4ccccc4Cl)c12)CCC3 | -0.1 | -0.8 | 10 | 3
CN(C)CCCNC(=O)N1c2ccccc2C=Cc2ccccc21 | 0.0 | 0.5 | 12 | -3
CCCCN(CCCC)c1ncnc2c1sc1nc(N3CCOCC3)c3c(c12)CC(C)(C)OC3 | -0.1 | 0.8 | 5 | -9
O=C(Nc1sc2c(c1C(=O)Nc1ccc(Cl)cc1)CCC2)c1ccc([N+](=O)[O-])cc1 | 0.0 | -0.8 | 0 | 1
COc1cc(C(=O)N2CCN(C3CCN(Cc4ccccc4)CC3)CC2)cc(OC)c1OC | -0.1 | -0.9 | 2 | 13
CCCCNC(=O)CSc1nc2ccccc2nc1Cc1cccc([N+](=O)[O-])c1 | 0.0 | -1.2 | 12 | -6
CCN1c2ncccc2C(=O)NC12CCN(C(=O)c1cnn(C)c1C)CC2 | 0.2 | 1.7 | 4 | 22
Cc1ccc(OCC(=O)N2CCC(C(=O)O)CC2)cc1C | 0.2 | 0.2 | 8 | 6
O=C(NCC(c1cccnc1)N1CCOCC1)C1CCCCC1 (stereo not drawn) | 0.1 | 3.9 | 3 | 4
CCOCCn1c(=O)c2c(nc3n2CCN3c2ccc(OC)c(Cl)c2)n(C)c1=O | 0.1 | 0.7 | -1 | 17
COc1ccc(OC)c(C(C)NC(=O)c2ccccc2F)c1 (stereo not drawn) | 0.1 | 1.8 | 11 | 0
COc1ccc(NC(=S)NN)cc1OC | 0.4 | -2.0 | 0 | 9
CCCCN1C(=O)S/C(=C\c2ccc(O)c(OC)c2)C1=O | 0.0 | -0.2 | -40 | 6
O=C(/C=C/c1cccc(F)c1)N1CCC(n2c(C3CCCO3)nc3ccccc32)CC1 (stereo not drawn) | 0.2 | -0.3 | -7 | 6
CC1(CCC(=O)NCc2ccc(Cl)s2)CCC(=O)N1 (stereo not drawn) | 0.2 | -0.4 | -1 | -15
CCOC(=O)c1ccc(CN2C(=O)C(=O)c3cc(OC(F)(F)F)ccc32)o1 | -0.2 | -0.8 | 66* | -3
O=S(=O)(Nc1nc2ccccc2s1)c1ccccc1 | 0.1 | -1.1 | 7 | 12
CCc1nc2sc(C(c3ccc(Cl)cc3Cl)N3CCN(C(C)=O)CC3)c(O)n2n1 (stereo not drawn) | 0.5 | 1.9 | 0 | 15
Cc1ccc(-n2c(C)cn3c4c(=O)n(Cc5ccccc5)c(=O)n(C)c4nc23)cc1 | 0.1 | 1.3 | -2 | 8
CCCCOc1ccccc1-c1cc(C(=O)N/N=C\c2cccnc2)[nH]n1 | 0.0 | 0.1 | 10 | 15
Cc1cc(C)c2nc(NS(=O)(=O)c3ccc(N)cc3)sc2c1 | -0.1 | -0.9 | -10 | 9
Cc1c(C(=O)Nc2ccc([N+](=O)[O-])cc2)cnn1-c1ccccc1 | 0.0 | -2.2 | -82 | 5
CSc1cccc(CN[C@H]2C[C@H]3C(=O)N[C@H](CO)C(=O)N3C2)c1 | 0.4 | 1.6 | 1 | -3
COc1ccc(NC(C)=O)cc1CNC(=O)CN1CCOCC1 | -0.1 | -0.4 | -11 | -4
COc1ccc(NC(=S)NCc2ccc(OC)c(OC)c2)c(OC)c1 | -0.1 | 0.0 | 13 | 6
O=C1C=C(/C=C/c2cccs2)C[C@H](c2cccs2)[C@H]1n1cnc([N+](=O)[O-])n1 | -0.1 | -1.5 | 1 | 6
CC(C)CCN1C(=O)c2ccc(-c3nc4ccccc4c(=O)o3)cc2C1=O | -0.1 | -0.4 | 10 | 1
N#Cc1c(NC(=S)NC(=O)c2cccc(F)c2)sc2c1CCCCCC2 | -0.1 | 2.8 | 9 | 12
CCCN1CCC(N(C(=O)c2ccco2)C2CC2)CC1 | 0.0 | 0.7 | 1 | 2
COc1cc(/C=N/n2cnnc2)ccc1OCc1ccc(Cl)cc1 | 0.5 | -0.8 | -63 | 12
CCOC(=O)C(=NC1CCS(=O)(=O)C1)NNc1ccc(Br)cc1 (stereo not drawn) | 0.1 | -2.6 | -6 | -6
Cc1cnc(NC(=O)CSc2nc3ccccc3c(=O)[nH]2)s1 | 0.0 | 3.4 | 15 | 10
CCCCOc1ccc(C(=O)N/C(=C/c2ccc(N(C)C)cc2)C(=O)Nc2ccc(Br)cc2)cc1 | -0.1 | 0.5 | 7 | 0
COc1cccc2cc(C(=O)Nc3nccs3)c(=Nc3ccc(F)cc3)oc12 | -0.1 | 0.5 | -32 | -4
Cc1ccc(S(=O)(=O)N(C)CC(=O)NCC(=O)Nc2ccc(F)c(F)c2F)cc1 | 0.1 | 1.3 | 2 | 4
N#CC1=C(N)Oc2cc(O)ccc2C1c1ccc(Br)s1 (stereo not drawn) | -0.3 | 0.1 | 13 | 4
Cc1nc2ccccc2n1CC1CCN(S(=O)(=O)c2ccc(Cl)s2)CC1 | -0.1 | -0.9 | 29 | 4
COc1ccc2nc(SCC(=O)Nc3ccccc3F)[nH]c2c1 | -0.1 | -0.4 | -12 | 5
Cc1cc(C)c2nc(Nc3nc(-c4ccccc4)cc(=O)[nH]3)nc(C)c2c1 | -0.4 | 1.1 | 1 | -11
O=c1[nH]c2cc(N3CCOCC3)c([N+](=O)[O-])cc2[nH]1 | -0.1 | -0.4 | 9 | 0
CCOc1cc(S(=O)(=O)N2CCCC2)c(C)cc1C | 0.4 | 0.7 | -3 | 17
O=c1oc2cc(O)ccc2cc1-c1nnc(Nc2cccc(C(F)(F)F)c2)s1 | -0.3 | -1.8 | -7 | 1
Cc1nc(N)sc1-c1csc(Nc2ccccn2)n1 | -0.4 | -0.7 | -70 | 0
COc1cc(NC(=O)CN2C(=O)NC3(CCCCCCC3)C2=O)c(C)cc1[N+](=O)[O-] | -0.1 | -0.9 | -5 | -1
C=CCn1c(SCc2ccc(C)cc2C)nc2sc3c(c2c1=O)CCCC3 | 0.3 | -1.0 | 7 | 8
Cc1ccc(-n2c(=O)[nH]c3c(C(=O)Nc4cc(Cl)ccc4C)cn(C)c3c2=O)cc1 | 0.0 | 0.1 | -8 | 9
CCC(CC)NCc1oc2ccc(Cl)cc2c1-c1ccc(OC)cc1 | 0.0 | 0.5 | 0 | -3
Cc1cc(=O)oc2cc(OCC(=O)N/N=C/c3ccco3)ccc12 | 0.0 | 0.4 | 19 | -2
CC1(C)CC(=O)C2=C(C1)N(c1sc3c(c1C#N)CCCC3)C(N)=C(C#N)C2c1ccccc1 (stereo not drawn) | 0.0 | -0.5 | -14 | -2
O=C(CC1C(=O)NCCN1CCc1ccccc1)NCCCOc1cccnc1 (stereo not drawn) | 0.2 | 0.1 | 4 | 8
Cc1ccc(-n2c(C)cc(C(=O)CSc3nncs3)c2C)cc1 | 0.4 | -0.8 | -27 | 14
CC1=C(C(=O)OC(C)C)Sc2ccccc2N1 | -0.2 | -1.8 | -15 | 37
O=C(c1cccc(S(=O)(=O)N2CCOCC2)c1)N1CCc2ccccc21 | 0.1 | 0.3 | 8 | 7
Cc1cc(Nc2ccc(Br)cc2F)n2nc(C)nc2n1 | -0.1 | 0.1 | 7 | 15
CNS(=O)(=O)c1cc(-c2nnc(Nc3ccc(OCC(N)=O)cc3)c3ccccc23)ccc1C | 0.1 | 0.0 | 2 | -11
C=C(C)CN(CC)Cc1ccc(C(=O)NCC2(O)CCCCC2)c(=O)[nH]1 | 0.1 | -0.4 | 12 | 1
O=C(Nc1cnn(-c2cccc(C(=O)NC3CCNCC3)c2)c1)Nc1ccccc1Cl | -0.1 | -0.9 | -5 | -7
CCN(CC)S(=O)(=O)c1ccc(N/N=C/c2ccc(O)c(OC)c2)nc1 | -0.1 | 1.6 | -6 | 7
CCCCOc1ccc(C(=O)N/C(=C/c2cccc([N+](=O)[O-])c2)C(=O)NCCO)cc1 | -0.5 | -0.4 | -3 | -11

Laid out differently: results already given
Values in the order: FBW7 activator, GPR151 ag, TEAD-YAP inh, MITF inh
> CCC(CC)NCc1oc2ccc(Cl)cc2c1-c1ccc(OC)cc1
 : 0.0, 0.5, 0, -3
> Cc1cc(=O)oc2cc(OCC(=O)N/N=C/c3ccco3)ccc12
 : 0.0, 0.4, 19, -2
> CCN(CC)S(=O)(=O)c1ccc(N/N=C/c2ccc(O)c(OC)c2)nc1
 : -0.1, 1.6, -6, 7
> O=C(CC1C(=O)NCCN1CCc1ccccc1)NCCCOc1cccnc1 (stereo not drawn)
 : 0.2, 0.1, 4, 8
> CC1=C(C(=O)OC(C)C)Sc2ccccc2N1
 : -0.2, -1.8, -15, 37
> O=C(Nc1cnn(-c2cccc(C(=O)NC3CCNCC3)c2)c1)Nc1ccccc1Cl
 : -0.1, -0.9, -5, -7
> CC1(C)CC(=O)C2=C(C1)N(c1sc3c(c1C#N)CCCC3)C(N)=C(C#N)C2c1ccccc1 (stereo not drawn)
 : 0.0, -0.5, -14, -2

More results follow.
SMILES | FBW7 activator | GPR151 ag | TEAD-YAP inh | MITF inh
CN(CC1CCCCO1)C(=O)CCc1nnc(CCc2c[nH]c3ccccc23)o1 (stereo not drawn) | 0.2 | 1.9 | -14 | -8
CCn1c(C(=O)O)cc2sc(Cl)cc21 | 0.1 | 1.2 | 6 | 14
COc1ccc(OC)c(C(C)NC(=O)c2cccc(Br)c2)c1 (stereo not drawn) | 0.0 | 1.8 | 7 | 10
C=CCc1ccc(OCCN2CC(C)OC(C)C2)c(OC)c1 (stereo not drawn) | -0.1 | 0.1 | -8 | 34
CCOC(=O)c1sc(-c2ccccc2)cc1NC(=O)CSc1nnc(N)s1 | 0.0 | -0.3 | -16 | 7
O=C(Nc1cccc(NC(=O)C2CCCC2)c1)C1CCCC1 | 0.3 | 0.6 | -5 | 19
COC(=O)c1ccc(OCC(=O)N2CCOCC2)cc1 | 0.1 | 1.5 | -17 | -7
O=C(Cn1nc2c3ccccc3nc(C3CC3)n2c1=O)N1CCOc2ccccc21 | -0.2 | 0.5 | -3 | -3
Cc1ccccc1OCC(=O)NNC(=O)c1cccc(Cl)c1 | 0.0 | 0.1 | 5 | 7
Cc1ccc(NC(=O)NCCCc2ccccc2)cc1 | -0.2 | 0.1 | -14 | 2
C/C(N)=C(/C#N)C(=O)COC(=O)CCc1c[nH]c2ccccc12 | 0.1 | -1.1 | -6 | -7
CN(C)c1ccc(-c2cnc3ccc(NCc4ccco4)nn23)cc1 | 0.2 | -1.2 | 7 | -12
O=C(CSc1nnc(-c2cccc(Cl)c2)o1)N1CCCCC1 | 0.3 | -0.1 | -26 | 7
CCCn1c2ccccc2c2nnc(SCc3ccccc3)nc21 | 0.0 | 2.0 | -1 | 2
O=C(Cn1nc(-c2cccc(Cl)c2)ccc1=O)Nc1cccc(C(=O)NC2CC2)c1 | 0.1 | 4.4 | 9 | 13
O=C(CCN1C(=O)C2C3C=CC(C3)C2C1=O)Nc1cccnc1 (stereo not drawn) | 0.2 | 1.3 | -15 | -5

Bioassay records: PubChem, The Scripps Research Institute Molecular Screening Center
